UBC13 inh: inhibitors of human UBC13 polyubiquitin chain formation; TR-FRET; AID 485273; P61088; 0.47% of 330,000 active; inhibition, % at 20 µM; in the data active = inhibition above about 45%, passing the limit was not always enough
SENP8 inh: blocks the human protease SENP8 | Q96LD8 | purified SENP8, Z-RLRGG-aminoluciferin cleavage, luminescence | inhibition, % at 10 µM | 1.2% of 330,000 active
Target sequence (Q96LD8 whole entry, looked up): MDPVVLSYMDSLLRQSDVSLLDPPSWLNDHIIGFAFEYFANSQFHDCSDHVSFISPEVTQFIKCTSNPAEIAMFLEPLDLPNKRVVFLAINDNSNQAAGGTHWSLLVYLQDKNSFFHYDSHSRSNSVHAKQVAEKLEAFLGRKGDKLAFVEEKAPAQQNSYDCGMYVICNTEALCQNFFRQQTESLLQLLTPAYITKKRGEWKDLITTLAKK
Jurkat NFkB inh: inhibitors of the PMA/ionomycin-induced NF-kB reporter in Jurkat cells. AID 435003. 0.53% of 330,000 active. inhibition, % at 4 µM. PMA/ionomycin-induced NF-kB luciferase reporter, luminescence
EBI2 antag: blocks human EBI2 receptor beta-arrestin signaling; AID 651636; EBI2 beta-arrestin recruitment, luminescence, 7a,25-OHC stimulated; P32249; inhibition, % at 5 µM; 0.81% of 360,000 active; in the data active = inhibition above about 38%;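 note: enzyme fragment complementation signal reports receptor beta-arrestin coupling in cells; 0% = agonist plus DMSO wells and 100% = wells without agonist; some results beyond the cut were filed as inactive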
Target sequence (P32249 whole entry, looked up, the tested form may be a part): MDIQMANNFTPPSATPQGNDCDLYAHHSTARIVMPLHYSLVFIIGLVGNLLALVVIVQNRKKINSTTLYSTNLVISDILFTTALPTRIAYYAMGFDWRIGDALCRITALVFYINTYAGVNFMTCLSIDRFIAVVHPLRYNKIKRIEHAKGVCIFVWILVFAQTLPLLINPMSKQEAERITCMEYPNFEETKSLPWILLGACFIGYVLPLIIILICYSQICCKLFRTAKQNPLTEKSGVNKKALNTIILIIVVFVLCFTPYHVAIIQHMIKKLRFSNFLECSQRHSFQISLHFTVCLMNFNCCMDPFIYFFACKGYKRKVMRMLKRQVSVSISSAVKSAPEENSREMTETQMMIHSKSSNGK
697 NFkB inh: inhibitors of the PMA/ionomycin-induced NF-kB reporter in 697 B cells; inhibition, % at 4 µM; 0.33% of 330,000 active; 697 B-cell NF-kB luciferase reporter, 16 h; AID 435022; in the data active = inhibition above about 35%
CCR6 antagonist: blocks CCL20-driven beta-arrestin recruitment at human CCR6. P51684. AID 493098. inhibition, % at 20 µM. 0.49% of 340,000 active. CHO-K1 CCR6 PathHunter beta-arrestin, luminescence, CCL20-stimulated;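 active = compounds whose inhibition of the agonist-driven luminescence signal at 20 µM reaches about 50%, limit read from the data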;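 note: cells stimulated with CCL20 at 14 nM final; plate controls were DMSO with CCL20 for no effect and DMSO without agonist for full effect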
Target sequence (P51684 whole entry, looked up): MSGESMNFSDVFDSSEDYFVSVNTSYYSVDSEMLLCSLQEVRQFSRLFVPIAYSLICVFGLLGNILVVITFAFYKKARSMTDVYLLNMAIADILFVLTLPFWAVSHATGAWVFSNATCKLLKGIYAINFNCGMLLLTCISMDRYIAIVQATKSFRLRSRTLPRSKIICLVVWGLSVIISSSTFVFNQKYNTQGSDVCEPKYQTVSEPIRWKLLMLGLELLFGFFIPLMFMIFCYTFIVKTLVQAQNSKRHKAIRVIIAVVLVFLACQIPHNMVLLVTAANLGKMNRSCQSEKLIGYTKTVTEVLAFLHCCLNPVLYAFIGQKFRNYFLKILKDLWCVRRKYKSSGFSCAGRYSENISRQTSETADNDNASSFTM
Gli-Sufu block: Gli-Sufu pathway antagonism. AID 588413. inhibition, % at 5 µM. Sufu-KO-LIGHT fibroblasts, Gli luciferase reporter luminescence. 0.74% of 340,000 active;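 active = inhibition above about 55%, limit read from the data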;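 note: 0% = DMSO-treated cells and 100% = wells with medium but no cells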
Apaf1 inhib: blocks human Apaf-1 apoptosome activity | O14727 | reconstituted apoptosome caspase-3 activity, DEVD-Rh110 fluorescence | inhibition, % at 20 µM | 0.71% of 330,000 active | AID 489030; active = inhibition of at least 40% at 20 µM;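 note: plate controls were DMSO wells for no effect and DEVD-CHO caspase inhibitor wells for full effect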
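Material: reconstituted apoptosome with Apaf-1, cytochrome c, caspase-9, procaspase-3, dATP / Buffer or medium: pH 7.5 Hepes buffer with CHAPS, BSA, DTT / Also added: cytochrome c with DEVD-Rh110 / Schedule: compound with Apaf-1, dATP, procaspase-3 30 min, then 50 min reaction, room temperature / Technique: rhodamine 110 fluorescence at Ex 480/Em 540 nm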
An asterisk follows results filed as active; . = no result given. Cut-off read from the data, not from the text of the source, unless noted: active = inhibition above about 50%; inactive = the rest. The list is partial, so the mix of outcomes need not match the whole.

compound,UBC13 inh,SENP8 inh,Jurkat NFkB inh,EBI2 antag,697 NFkB inh,CCR6 antagonist,Gli-Sufu block,Apaf1 inhib
CC1(C)CC(=O)C(N=Nc2cccc([N+](=O)[O-])c2)=C(O)C1,-12,16,-8,2,-6,21,-18,-10
S=C(NCC1CCCO1)Nc1ccc(Nc2ccccc2)cc1 (stereo not given),3,4,-27,2,-54,-2,5,-5
COc1ccc(COC(=O)N/N=C/c2cccs2)cc1,0,0,-12,-9,-26,4,-28,0
CCN(CC)S(=O)(=O)c1ccc(N2CCOCC2)c(NC(=O)CC23CC4CC(CC(Br)(C4)C2)C3)c1,11,-8,-4,13,17,5,17,26
O=C1NC(=S)N/C1=C/C=C/c1ccccc1,-7,-13,-26,-3,-8,21,-12,-16
CC(=O)Nc1nc2c(s1)CCc1ccccc1-2,4,-4,-9,-3,18,-8,0,8
CN(CCCC(=O)Nc1ccccc1F)S(=O)(=O)c1ccc(F)cc1,7,1,10,4,5,10,9,0
C#CCNC(=O)C1=C[C@H](c2csc3ccccc23)[C@@H](CCCO)[C@H](OCC)O1,3,-1,17,0,14,6,-5,-2
COc1cc2cc(C(=O)O)n(C)c2c(OC)c1OC,-5,1,10,-11,1,-24,18,12
COc1ccc(CNCCC(c2ccc(OC(C)C)cc2)C(C)C)cc1OC (stereo not given),17,-6,12,3,0,2,13,-4
Cc1ccc(NC(=O)Cc2nnc(SCC(=O)Nc3ccccc3)n2C)cc1,1,-15,-2,-5,23,-25,-14,-1
COc1cccc2cc(CC(=O)c3cc(C)ccc3C)c(=O)oc12,8,-7,4,-7,-14,9,-15,6
OCCCc1nc2n(n1)C(c1cccs1)C=C(c1ccc(Br)cc1)N2 (stereo not given),0,2,-5,.,8,.,.,19
COc1ccc(C)cc1NC(=O)C1CCN(C(=O)c2ccc(C(C)(C)C)cc2)CC1,6,3,0,5,-43,12,-19,17
Cc1nc2sccc2c(=O)n1N,-1,0,-3,-10,-21,-8,4,-2
CN(C)C(CNc1ncnc2ccccc12)c1c(F)cccc1Cl (stereo not given),2,3,1,0,0,10,7,-5
COC(=O)c1c(NC(=O)Cc2cccs2)sc2c1CCCC2,-2,-14,-31,5,-30,9,13,18
Cc1ccc(C2CC(c3ccc(F)cc3)Nc3nc(N)nn32)cc1 (stereo not given),-14,-14,-7,-2,-11,5,-1,8
COc1ccc(CC(=O)Oc2ccc(C)cc2Br)cc1OC,8,-11,17,-5,18,16,9,-1
O=C(Nc1ccc(Cl)cc1)N1CCSCC1,3,-4,-19,3,8,5,-13,6
CC(C)NC(=O)Nc1cccc2c1O[C@@H](CN(C)S(=O)(=O)c1ccc(F)cc1)[C@@H](C)CN([C@H](C)CO)C2=O,-2,-6,21,1,-27,1,12,4
COc1ccc2nc(N3C(=O)/C(=C/c4ccccc4)NC3=S)sc2c1,-41,-3,6,-13,-9,34,0,27
O=C1NC(=Nc2ccc(O)cc2)S/C1=C/c1ccco1,-6,-6,12,1,-14,13,0,5
COc1ccc(NC(=O)Nc2cccc(C)n2)cc1,13,0,-57,2,-69,11,-66,0
CCCCN1C(=O)c2ccc(C(=O)N(C)CC(=O)Nc3ccc(OCC)c(OCC)c3)cc2C1=O,-6,-13,-27,1,6,16,-5,19
CCOC(=O)C1=CC[C@H]2c3c(c4ccc(OC)cc4n3C)C(=O)C1N2S(=O)(=O)c1ccc(C)cc1,-10,-7,4,1,-4,10,10,7
Cc1ccnc(NS(=O)(=O)c2ccc(NC(=O)c3ccc(S(=O)(=O)N4CCCC4)cc3)cc2)n1,1,0,-4,3,21,0,2,-9
COc1ccc(Oc2c(Cl)cnn(-c3ccccc3)c2=O)cc1,-3,-7,4,4,8,-18,-2,1
Cc1ccc(NC(=O)C2C3CCCCC32)cc1[N+](=O)[O-] (stereo not given),0,-11,-51,-3,-53,-3,-43,7
C[C@H](N)C(=O)OCc1ccc([N+](=O)[O-])cc1,-2,3,3,-12,6,7,4,-26
Oc1ccccc1-c1csc(-c2ccccc2)n1,1,71*,-115,32,-132,-1,8,16
COc1ccc(C2CC(c3ccccc3Cl)=NN2c2ccc(S(N)(=O)=O)cc2)cc1 (stereo not given),.,.,.,-2,5,34,-1,15
Cc1ccc(NC(=O)CN(C)S(=O)(=O)c2ccc3c(c2)c(=O)n(C)c(=O)n3C)cc1,-11,0,-11,-4,-13,15,-9,3
CC(=O)Nc1c(O)nc(C)[nH]c1=O,7,5,5,.,9,0,-1,-26
CCCc1nc(-c2cc3ccc(C)cc3[nH]c2=O)no1,6,-12,-22,-8,-28,3,-20,1
COc1ccccc1-n1c(C)cc(SC)c(C(C)=O)c1=S,-9,-12,3,-10,-3,-4,-6,8
CSc1ccc(CNC(=O)C2CCC(=O)N(CCc3cccc(F)c3)C2)cc1 (stereo not given),2,2,-8,3,12,18,0,-1
Oc1ccc(NCc2ccccc2OCc2ccccc2)cc1,5,-4,-1,14,-7,-4,11,90*
COC(=O)[C@H](Cc1c[nH]c2ccccc12)NC(=O)NCc1ccc(OC)c(OC)c1,6,6,13,1,6,10,4,2
CC1CC(C)CN(C(=O)c2cc3c(=O)n4ccccc4nc3s2)C1 (stereo not given),8,0,-12,7,-2,5,-7,2
C=CCC(=O)NC1CCCc2c1cnn2-c1cc(F)cc(F)c1 (stereo not given),-8,-6,1,-4,10,9,-4,10
CC[C@H](C)Cc1cn([C@@H](CCCCNC(=O)OC(C)(C)C)C(=O)NCCCCCCCCCCC(=O)N2CCN(C(=O)OC(C)(C)C)CC2)nn1,-26,-2,15,-3,-69,32,28,27
CCOc1ccc(CN2CCNC(=O)C2CC(=O)NCCCn2ccnc2)cc1 (stereo not given),0,-2,-7,-8,5,-12,11,-9
Cc1ccc(C(C(=O)NC2CCCCC2)N(CCC(C)C)C(=O)CNC(=O)c2ccco2)o1 (stereo not given),-2,-2,12,3,-21,12,12,21
CCSc1ncc(/C=N/Nc2ccc(Cl)cc2)n1C,14,-8,-116,21,-143,16,8,19
Cc1ccc2c(c1)sc1ncc(NC(=O)c3ccc(F)cc3)c(=O)n12,-2,3,11,.,18,.,.,-17
CSCC[C@H](NC(=O)CCn1nnc2ccccc2c1=O)C(=O)O,-1,9,3,-6,12,-2,-1,6
O=C(Nc1ccccc1)c1ccc2c(c1)CCN2S(=O)(=O)c1ccccc1,0,-3,3,17,0,13,-17,11
CCCCCCCC1CC(/C(C)=N/NC(N)=O)OC1=O (stereo not given),-9,-6,-6,-1,-66,-4,2,-15
COc1ccc2oc(C(=O)NC3CCCCC3)c(C)c2c1,2,6,-102,14,-126,10,-78,10
Nn1cc(-c2ccccc2)nc1SCC(=O)NC1CCS(=O)(=O)C1 (stereo not given),1,1,12,1,-18,8,1,9
O=c1[nH]c(-c2ccccn2)nc2ccccc12,-16,2,-38,-3,-39,46,17,3
Cc1ccc(NC(=O)N2C3CCCC2CC(NC(=O)C(C)(C)C)C3)cc1 (stereo not given),-4,17,3,6,-15,3,2,6
O=C(CCN1CCN(S(=O)(=O)c2ccc(Cl)cc2)CC1)Nc1ccccc1F,8,4,-12,23,-27,6,5,4
Cc1ccc(S(=O)(=O)N(C)C)cc1NC(=O)COC(=O)CN1C(=O)c2ccccc2C1=O,7,-8,14,-6,13,12,-6,1
C=CCn1c(SCc2cc(=O)n3cc(C)ccc3n2)nnc1-c1cccc(C)c1,1,-11,-1,-13,7,-17,-3,8
O=C(Nc1ccc(O)cc1)C1CCCN1S(=O)(=O)c1ccc(F)cc1 (stereo not given),-1,-9,9,-11,6,-1,27,-4
Cc1nn(CC(=O)OCC(=O)Nc2cccc(S(N)(=O)=O)c2)c(C)c1[N+](=O)[O-],-5,-16,-2,-6,-1,-4,3,2
Cc1ccc(NC(=O)CNCC(c2ccccc2)N(C)C)cc1F (stereo not given),-6,-5,-2,2,13,2,-1,6
Cc1cccc2cc(=O)[nH]c(C)c12,4,-4,-3,-4,17,3,10,4

Nothing new here: three of the compounds above.
compound,UBC13 inh,SENP8 inh,Jurkat NFkB inh,EBI2 antag,697 NFkB inh,CCR6 antagonist,Gli-Sufu block,Apaf1 inhib
Cc1nn(CC(=O)OCC(=O)Nc2cccc(S(N)(=O)=O)c2)c(C)c1[N+](=O)[O-],-5,-16,-2,-6,-1,-4,3,2
Cc1ccc(NC(=O)CNCC(c2ccccc2)N(C)C)cc1F (stereo not given),-6,-5,-2,2,13,2,-1,6
Cc1cccc2cc(=O)[nH]c(C)c12,4,-4,-3,-4,17,3,10,4

Later entries:
compound,UBC13 inh,SENP8 inh,Jurkat NFkB inh,EBI2 antag,697 NFkB inh,CCR6 antagonist,Gli-Sufu block,Apaf1 inhib
CCCCCCOc1ccc(N2C(=O)CC(NCCc3ccc(S(N)(=O)=O)cc3)C2=O)cc1 (stereo not given),-7,-5,-3,4,-27,0,11,-8
CC(C)c1onc(C(=O)N(C)C2CCCCC2)c1[N+](=O)[O-],5,3,-1,6,-6,7,6,-8
CC#CCN(Cc1ccco1)C(=O)c1ccc(OC2CCN(Cc3ccccn3)CC2)cc1,-19,6,-4,-12,-23,-12,0,8
CCN(CC)S(=O)(=O)c1ccccc1/C=N\O,-2,-2,5,-6,6,-1,-18,-15
CC1=C(C(=O)Nc2cccc(C(=O)N3CCN(c4cccc(C(F)(F)F)c4)CC3)c2)SCCO1,-6,-7,-4,-3,-18,3,21,18
Cc1nn(-c2ccccc2)c(N2CCCC2)c1/C=N/NC(=O)c1ccccc1O,-1,3,-2,-48,9,0,-7,12
CC1=C(C(=O)OCC2CCCCC2)C(c2cccc(O)c2)NC(=O)N1 (stereo not given),-3,-8,-24,-7,-3,.,.,10
CCSc1ccc([C@@H]2[C@H]3C(=O)N(C)C(=O)[C@H]3[C@]3(C(=O)OC)CCCCN23)cc1OC,12,-1,17,-2,-5,9,3,17
Cc1cc(OCCCN2CCN(Cc3ccccc3)CC2)ccc1[N+](=O)[O-],-1,-3,-1,-6,1,23,6,-11
COc1ccccc1C(=O)N1C(CC(=O)Nc2ccc(C)c(C)c2)C(=O)NC2CCCCC21 (stereo not given),-4,-2,2,-9,7,4,-2,7
Cc1cc2c(cc1C)N(C(=O)CSC1=NCCS1)C(C)(C)c1ssc(=S)c1-2,-6,-3,5,20,12,21,4,6
Cc1ccccc1-n1c(=O)n(Cc2ccccc2)c(=O)c2[nH]cnc21,6,3,3,3,9,29,-4,-8
CC1=C(C(=O)OCc2ccccc2)C(c2ccc(Cl)cc2)NC(=O)N1C (stereo not given),2,-6,-6,-1,-15,20,2,12
O=S(=O)(c1ccc(F)cc1)N1CCN(CC(O)COCC2CCCO2)CC1 (stereo not given),4,16,6,6,22,2,-3,-1
COc1cc(OC)cc(C(=O)OCC(=O)N(C)c2ccccc2)c1,5,4,-17,-9,11,12,-3,19
C=CCOc1ccc(C2C(C(=O)c3ccco3)=C(O)C(=O)N2Cc2cccnc2)cc1 (stereo not given),-22,-5,-2,-5,-18,2,1,10
CNC(=S)N/N=C/c1cn(CCOc2ccc(OC)cc2)c2ccccc12,-2,-16,0,7,26,-13,15,1
O=C(CSc1nnc(SCc2ccccc2)s1)N/N=C/C=C/c1ccco1,-8,7,6,9,11,27,-2,15
CCCCNC(=S)NCCN1CCN(C(=S)NCCCC)CC1,-4,-12,-20,4,22,7,-1,9
CCOC(=O)C(Cc1ccccc1)c1ccnc2nc(N)nn12 (stereo not given),7,-1,4,3,9,-2,-2,-8
CCOC(=O)CSc1nnc(CNC(=O)c2ccc(OC)c(OC)c2)n1C,6,-11,3,-1,12,-13,-2,-6
